Ba/F3 V617F tox = reduce viability of Ba/F3 cells dependent on JAK2V617F; inhibition, % at 5.6 µM; Ba/F3 EpoR-JAK2V617F viability, ATP luminescence; 1.1% of 220,000 active;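 active means inhibition above the campaign mean plus 3 SD over all tested compounds, cut at about 24% in these data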;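 further: cytokine-independent growth of Ba/F3 cells driven by EpoR plus mutant JAK2; 0% = DMSO-treated cells and 100% = JAK inhibitor I control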
NPY1 pot ag = potentiators or agonists of human neuropeptide Y receptor Y1 | P25929 | NPY-Y1 expressing cells, potentiator/agonist activation | activation, % at 3.6 µM | 0.37% of 220,000 active | AID 1304; in the data active means activation above about 33%, passing the limit was not always enough;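 further: cells stimulated with NPY at EC10 then isoproterenol at EC100; 0% = low agonist plus stimulus and 100% = saturating agonist plus stimulus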
S1P4 antag = antagonists of human S1P4 receptor; O95977; S1P4-expressing cells, antagonist mode, reporter read-out; inhibition, % at 4.98 µM; 0.26% of 220,000 active; AID 1510; in the data active means inhibition above about 29%;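 further: 0% = wells stimulated with agonist and 100% = vehicle wells without agonist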
Target sequence (O95977 whole entry, looked up): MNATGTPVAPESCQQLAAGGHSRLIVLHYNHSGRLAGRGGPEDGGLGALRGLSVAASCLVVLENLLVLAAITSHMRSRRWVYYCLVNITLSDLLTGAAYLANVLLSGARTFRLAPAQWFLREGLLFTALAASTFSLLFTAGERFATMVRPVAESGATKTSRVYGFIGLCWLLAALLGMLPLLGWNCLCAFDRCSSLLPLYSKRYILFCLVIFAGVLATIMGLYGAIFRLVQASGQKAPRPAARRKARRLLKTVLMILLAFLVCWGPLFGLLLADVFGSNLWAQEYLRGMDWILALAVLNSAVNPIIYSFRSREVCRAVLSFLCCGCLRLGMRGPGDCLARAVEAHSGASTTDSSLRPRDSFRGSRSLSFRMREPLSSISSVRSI
BaF3 parental = parental Ba/F3 viability inhibition as JAK2V617F counter-screen; CellTiter-Glo ATP luminescence; inhibition, % at 5.6 µM; 1.1% of 220,000 active; AID 1486;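 active means inhibition above a per-campaign cutoff, the mean inhibition of all tested compounds plus 3 SD, cut at about 27% in these data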;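 further: 0% = DMSO wells and 100% = JAK Inhibitor I control wells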
RBBP9 inh = blocks human serine hydrolase RBBP9; recombinant RBBP9, FP-Rh probe fluorescence polarization; inhibition, % at 7.94 µM; 0.2% of 220,000 active; AID 1515;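 active means inhibition above the campaign mean of all tested compounds plus 3 SD, cut at about 14% in these data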;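 further: plate controls were DMSO wells with RBBP9 for no effect and wells lacking RBBP9 protein for full effect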
Target sequence (O75884 whole entry, looked up): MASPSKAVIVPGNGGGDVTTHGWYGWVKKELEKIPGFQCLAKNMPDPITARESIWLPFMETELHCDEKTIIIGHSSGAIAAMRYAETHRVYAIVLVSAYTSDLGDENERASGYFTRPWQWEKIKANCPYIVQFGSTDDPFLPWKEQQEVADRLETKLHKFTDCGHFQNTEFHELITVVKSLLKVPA
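Test system – recombinant human RBBP9 · Input – RBBP9 2.5 µM in dispensing solution, pre-mixing · Medium – Tris buffer pH 8.0, NaCl, Pluronic · Schedule – preincubation 30 min plus labeling 45 min at 25 °C · Measured by – fluorescence polarization · Measure – % inhibition · Controls – DMSO and no-protein wells · Replicates – one well per compound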
Runt-CBFb FRET = Runt domain-CBFb interaction inhibition; inhibition, % at 20 µM; 0.46% of 220,000 active; Q01196+Q13951; Cerulean-Runt/Venus-CBFb FRET ratio 530/480, 1 h;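 active means inhibition over about 50% at 20 µM in the single-dose screen, limit read from the data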;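 further: 0% = DMSO wells and 100% = excess unlabeled CBFb competitor control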
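test system = Cerulean-Runt domain fusion protein, energy donor | probe or stimulus = Venus-CBFb binding partner, 100 nM | incubation = two 1 h room-temperature incubations shielded from light | detection = fluorescence energy transfer, 422 nm excitation, 530/480 nm emission | measure = loss of energy transfer signal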
NPY-Y1 antag = blocks the human neuropeptide Y Y1 receptor | AID 1040 | inhibition, % at 3.6 µM | 1% of 200,000 active | P25929 | HEK293-CNG Y1 cells, membrane potential fluorescence; NPY at EC95, then isoproterenol;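 active means inhibition above the campaign mean inhibition of all tested compounds plus 3 SD, cut at about 20% in these data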;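 further: 0% = DMSO wells given NPY plus isoproterenol and 100% = isoproterenol alone without NPY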
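Assay system: HEK293 cells with Y1 receptor plus CNG channel | Probe or stimulus: NPY (25 nM), isoproterenol (1 µM), Ro 20-1724 (25 µM) | Timing: Compound incubation 1 h at room temperature, readout 45 min post-stimulation | Measured by: Membrane-potential fluorescent dye readout | Benchmarks: High control isoproterenol alone, low control NPY with isoproterenol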
NPY-Y2 PAM-ag = potentiates or activates human NPY-Y2 receptor. AID 1359. cells expressing NPY-Y2, potentiator/agonist read-out. 0.45% of 220,000 active. activation, % at 3.6 µM. P49146; in the data active means activation above about 27%;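 further: cells stimulated with NPY near EC25 plus isoproterenol at EC100; 0% = vehicle plus submaximal agonist and 100% = vehicle plus saturating agonist; some results beyond the cut were filed as inactive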
Target sequence (P49146 whole entry, looked up): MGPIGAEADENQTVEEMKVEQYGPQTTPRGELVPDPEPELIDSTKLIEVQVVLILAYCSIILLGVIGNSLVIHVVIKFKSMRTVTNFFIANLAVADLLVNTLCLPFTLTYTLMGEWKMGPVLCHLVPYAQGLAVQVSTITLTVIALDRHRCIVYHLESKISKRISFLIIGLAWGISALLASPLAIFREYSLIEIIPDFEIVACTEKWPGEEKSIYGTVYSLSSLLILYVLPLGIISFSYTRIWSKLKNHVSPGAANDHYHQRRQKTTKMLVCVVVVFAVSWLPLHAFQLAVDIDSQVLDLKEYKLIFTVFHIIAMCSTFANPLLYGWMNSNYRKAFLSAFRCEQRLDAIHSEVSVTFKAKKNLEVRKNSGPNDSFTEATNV
S1P4 ag = agonists of human S1P4 receptor | O95977 | S1P4-expressing cell line, agonist reporter assay | activation, % at 4.98 µM | 0.35% of 220,000 active | AID 1509; in the data active means activation above about 11%;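 further: 0% = DMSO vehicle and 100% = reference agonist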
* hit, by the source's call; x = no result given.

SMILES	Ba/F3 V617F tox	NPY1 pot ag	S1P4 antag	BaF3 parental	RBBP9 inh	Runt-CBFb FRET	NPY-Y1 antag	NPY-Y2 PAM-ag	S1P4 ag
CCCOc1ccc(-c2nnn(CC(=O)N3CCCC(C)C3)n2)cc1 (centres undefined)	3	9	-15	-2	1	0	x	-19	-0.2
CN(C)c1ccnc(Oc2ccc(C(C)(C)C)cc2)c1C#N	4	-43	-7	10	-10	-3	-1	-16	-0.6
O=C(Cc1ccccc1)c1ccc(Cl)cc1	-2	2	1	-4	-7	-1	x	-1	-1.1
Cc1cccc(-c2nnn3c2nc(NCCc2ccc(S(N)(=O)=O)cc2)c2ccccc23)c1	0	-8	-14	4	-4	-40	0	8	0.3
O=[N+]([O-])c1ccc2c(c1)C(O)n1nc(-c3ccc(Cl)cc3Cl)nc1S2 (centres undefined)	3	-12	-3	4	-12	1	6	-12	1.3
O=C(Cc1ccccc1)N/N=C\c1ccc(Br)o1	2	-20	-2	10	-5	3	7	-13	1.2
COc1ccccc1OCCNc1nc2c(c(=O)n(C)c(=O)n2C)n1C	-3	-27	2	4	-3	-1	8	8	1.2
CCOc1cc(/C=C2/SC(=S)N(C)C2=O)ccc1Oc1ccc([N+](=O)[O-])cc1[N+](=O)[O-]	-2	7	2	2	-6	4	-4	3	2.1
CCOC(=O)N1CCC(NC(=O)CN(C)S(=O)(=O)c2cc3c(cc2Cl)NC(=O)CO3)CC1	-2	-17	8	5	-5	3	4	-17	0.5
O=C1CCCN1c1cc(Cl)cc(Cl)c1	2	10	-2	7	-7	16	4	-2	-1.8
O=C(NCc1ccco1)c1cc([N+](=O)[O-])cc([N+](=O)[O-])c1	1	-23	-3	3	4	1	2	2	0.2
Cc1ccc(Cn2nnc3c(=O)[nH]c(C4CCN(S(=O)(=O)c5ccc(F)cc5)CC4)nc32)cc1	1	-14	-15	4	-7	-2	0	-26	0.8
S=c1[nH]nc(-c2cc(-c3ccccc3)n[nH]2)n1/N=C/c1cccs1	0	7	-8	1	-6	14	x	-2	0.2
CC(C)OC(=O)CSc1nc(N)c(C#N)c(-c2ccco2)c1C#N	-2	7	-27	2	-3	-17	-1	7	-0.5
COC(=O)c1ccc(-c2sc3nc(N4CCOCC4)c4c(c3c2N)CC(C)(C)OC4)o1	-4	-2	-15	4	-8	-2	2	3	0.7
Cc1ccc(SCC(=O)Nc2ccccc2C(=O)O)cc1	0	1	0	8	0	-1	6	-12	1.3
CCc1ccc(C(=O)CN2C(=O)NC(C)(CCc3ccccc3)C2=O)cc1 (centres undefined)	-1	7	-13	2	-3	-2	8	-8	-0.5
Cc1cc(C)n(-c2nc(NCCCO)c3c4c(sc3n2)CCCC4)n1	2	-13	-24	5	-5	0	0	-22	1.9
CCOC(=O)c1ccc(COc2nc3ccccc3nc2-c2ccccc2NC(C)=O)o1	-6	2	-4	-1	0	-1	5	19	4.5
CC(C)OC(=O)c1c(NC(=O)c2ccco2)sc2c1CCCCC2	-1	-15	-13	4	2	1	8	0	1.0

An excerpt from above with just BaF3 parental, Ba/F3 V617F tox and S1P4 ag:
canonical_smiles	BaF3 parental	Ba/F3 V617F tox	S1P4 ag
CCOC(=O)N1CCC(NC(=O)CN(C)S(=O)(=O)c2cc3c(cc2Cl)NC(=O)CO3)CC1	5	-2	0.5
O=C1CCCN1c1cc(Cl)cc(Cl)c1	7	2	-1.8

(more compounds)
SMILES	Ba/F3 V617F tox	NPY1 pot ag	S1P4 antag	BaF3 parental	RBBP9 inh	Runt-CBFb FRET	NPY-Y1 antag	NPY-Y2 PAM-ag	S1P4 ag
CCNC(=O)COc1ccc(-c2ccccc2)cc1	-7	1	5	-1	-3	-1	2	-14	-5.2
Cc1ccc(NC(=O)COc2ccc(-n3ccnc3)cc2)cc1Cl	2	5	-4	10	-8	-6	-4	-16	-3.0
O=[N+]([O-])c1cc(Br)c(O)c(/C=N/Nc2nc3ccccc3s2)c1	-5	14	-2	5	-5	1	-6	18	-0.8
COc1ccc(OC)c(N2C(N)=NC(N)=NC23CCCC3)c1	3	9	-16	0	-4	-4	8	3	-0.5
COC(=O)C1C(O)=C(C(C)=Nc2cccc3ccccc23)C(=O)CC1(C)C (centres undefined)	3	-25	5	7	-2	7	x	-3	-0.1
COc1ccc2nc(SCC(=O)Nc3nonc3C)[nH]c2c1	-6	-16	6	-1	-9	-1	1	-4	0.1
COc1ccc(OC)c(C(=O)c2coc3ccc(OCC(=O)O)cc23)c1	-3	-44	-24	1	4	2	1	-5	1.7
CCOC(=O)c1c(O)c(Cl)c(C)[nH]c1=O	-2	8	-11	0	4	0	0	9	-0.4
CC(C)N(Cc1ccccc1)C(=S)Nc1ccc(OC(F)F)cc1	-5	4	-10	1	1	0	10	-1	-1.8
Cc1cc(Br)ccc1OCC(=O)NNC(=O)c1ccc(NC(=O)C2CC2)cc1	-2	-16	-8	3	-7	-2	6	1	2.7
O=C(NCC1CCCO1)C1CCCN(Cc2cnn(-c3ccccc3)c2-n2cccc2)C1 (centres undefined)	5	3	3	7	-3	1	9	3	1.5
COc1ccc(Nc2nc(Cl)c(C=O)s2)cc1	9	4	-33	0	-9	-3	5	12	1.6
Cc1cnc(NC(=O)c2ccccn2)s1	3	-3	14	2	-9	-1	x	-6	1.1
CCC(=O)NC(Nc1sc2c(c1C(=O)OC)CCN(C)C2)(C(F)(F)F)C(F)(F)F	4	-13	-5	-1	-8	34	1	-3	2.7
COc1ccc(CCNC(=O)c2nnn(-c3ccccc3OC)c2N)cc1OC	0	6	-3	-1	-8	0	-1	0	2.0
O=C(c1ccc(COCC(F)(F)F)o1)N1CCCC1	-1	6	1	4	-3	-1	-2	-3	0.2
Cc1cc(N)n2ncc(-c3ccc(F)cc3)c2n1	-5	20	8	1	5	2	-5	25	-0.4
COc1ccccc1NC(=O)c1ccc(CSc2ncccn2)cc1	-2	-3	3	2	-4	-2	0	-13	1.4
O=[N+]([O-])c1ccc(COc2cccc(CNc3ccc(Br)cc3)c2)cc1	0	-19	-18	6	-1	3	-6	4	-0.5
CCOc1ccc(NC(=O)C(=O)N/N=C\c2ccc(CNS(=O)(=O)c3ccccc3)o2)cc1	-3	-2	-20	2	1	0	8	9	0.7
COc1ccccc1NC(=O)CSc1nnc(Cc2cc(=O)[nH]c(=O)[nH]2)n1-c1ccccc1	1	-15	-10	2	-11	0	0	-7	-1.0
O=C(NCc1ccccc1)C1(c2cccc(F)c2)CCCC1	3	-8	3	4	-12	0	4	-2	-0.8
COC(=O)c1cccc(COC(=O)c2ccc(N(C)C)cc2)c1	-3	-29	-15	2	0	-3	15	-8	-0.7
CCC(C)NC(=O)c1ccc2c(Cl)c3c(nc2c1)CCC3 (centres undefined)	-1	10	-2	3	0	-4	x	-3	0.0
Cc1ccc(-n2c(Cn3nc(C(F)F)cc3C(F)F)n[nH]c2=S)cc1	-4	-8	-14	1	3	2	-2	-6	-1.4
Cc1nc(C)c(-c2csc(NCc3ccco3)n2)s1	-3	11	-25	-1	5	3	-4	3	0.8
CN(C)S(=O)(=O)c1ccc(Cl)c(NC(=O)CN2C(=O)NC(C)(C3CC3)C2=O)c1 (centres undefined)	2	2	-8	-6	-7	3	x	-17	-0.4
CCCc1nc2ccccc2c(NC(=O)CN(CC)CC)c1CC	2	0	5	7	4	-3	-3	-15	2.4
COc1ccc(N2C(=O)C3CCCN3C2c2ccccc2Cl)cc1 (centres undefined)	-2	-3	-5	2	-8	1	1	-2	1.2
CC(NC(=S)NCc1ccccc1)C12CC3CC(CC(C3)C1)C2 (centres undefined)	-1	10	-11	1	-3	1	-4	-6	-0.1
CC(=O)CN1Cc2ccccc2/C1=N\C(=O)Nc1ccccc1	3	-9	0	3	2	-1	-5	3	-0.9
CCOC(=O)N1CCC(=NNc2ccnc3cc(Cl)ccc23)CC1	-2	0	-5	4	3	0	4	0	0.2
O=C(/C=C/c1c(Cl)cccc1Cl)NCc1ccco1	-5	-11	-25	3	-4	3	4	-6	0.5
Cc1ccc(Nc2nc(N)nc(CSCCO)n2)cc1	-1	4	-14	10	3	1	0	-19	-0.7
CCN(CC)c1c2c(c(C#N)c3nc4ccccc4n13)CCC2	1	-9	-17	4	-4	28	-1	-19	3.1
CCCOc1ccc(-c2nnc(N)s2)cc1	1	23	-4	4	-4	1	-2	-12	-2.0
C/C(=N\NC(=O)c1csc2ccccc12)c1ccc(O)cc1	0	16	10	3	1	0	5	2	-0.2
COc1ccc(CN2C(=O)c3ccccc3C2C(=O)NC2CCC(C)CC2)c(OC)c1 (centres undefined)	3	-1	1	7	2	-5	23*	-20	-2.0
COc1cccc(CNC(=O)CCC2CCCN(Cc3cc4ccccc4o3)C2)c1 (centres undefined)	-2	-12	-11	3	-9	-2	12	2	-0.7
Cc1[nH]c(=S)c(C#N)c(C)c1Cc1ccc(Cl)cc1Cl	-2	-36	1	1	0	8	x	-12	1.5

Ordered by the number under NPY1 pot ag (low to high): some entries from above
| SMILES | NPY1 pot ag |
| --- | --- |
| O=C(/C=C/c1c(Cl)cccc1Cl)NCc1ccco1 | -11 |
| Cc1ccc(-n2c(Cn3nc(C(F)F)cc3C(F)F)n[nH]c2=S)cc1 | -8 |
| COc1ccc(N2C(=O)C3CCCN3C2c2ccccc2Cl)cc1 (centres undefined) | -3 |
| CCCc1nc2ccccc2c(NC(=O)CN(CC)CC)c1CC | 0 |
| CN(C)S(=O)(=O)c1ccc(Cl)c(NC(=O)CN2C(=O)NC(C)(C3CC3)C2=O)c1 (centres undefined) | 2 |

(next part)
SMILES	Ba/F3 V617F tox	NPY1 pot ag	S1P4 antag	BaF3 parental	RBBP9 inh	Runt-CBFb FRET	NPY-Y1 antag	NPY-Y2 PAM-ag	S1P4 ag
CCOC(=O)C1CCCN(C(=O)CCn2nc(-c3ccccc3)ccc2=O)C1 (centres undefined)	5	22	-17	3	-2	0	-1	-15	-0.5
N#Cc1cnn2c3c(cnc12)C(=O)N1CCc2ccccc2C1C3 (centres undefined)	-3	-4	-19	3	-11	92*	-1	8	0.7
COc1ccc(CNC(=O)CN(C(=O)Cn2nnc(-c3ccccc3F)n2)c2ccc(C)cc2)cc1	1	-8	4	1	-3	-1	-7	1	0.8
Cc1cc(SC(C)C(=O)O)nc2ccccc12 (centres undefined)	-1	-15	-22	4	-7	2	18	-11	1.9
CCCCNC(=O)C1CC(c2c(Cl)cccc2Cl)=NO1 (centres undefined)	-2	15	-19	6	-13	-1	4	4	13*
Cn1c(=O)[nH]c(=O)c2c1nc(CN1CCOCC1)n2Cc1ccccc1	-3	-4	-141	1	-7	0	-11	4	0.2
CCOC(=O)Cc1csc(NC(=O)CSc2ccc(Br)cc2)n1	0	15	-8	7	-5	-4	2	0	2.8
C/C=N/NC(=O)CCCC(=O)N/N=C/C	-1	15	-13	1	-9	0	1	-1	-0.1
O=C(CCN1C(=O)c2ccncc2C1=O)Nc1cc(F)ccc1F	-2	12	0	2	-6	-2	0	0	0.5
CC(CCc1ccco1)NC(=O)c1cccc2c1C(=O)N(C1CCCCC1)C2 (centres undefined)	2	0	-9	9	-8	-5	7	-14	1.0
CCCN(CCC)CCNC(=O)CS(=O)Cc1nc(-c2ccc(C)cc2)oc1C (centres undefined)	0	-15	0	0	2	-29	-3	-2	0.0

Screening data as filed in PubChem.
